From PubChem
Smad3 inh – inhibitors of human Smad3 transcription factor binding; TR-FRET Smad3/Dy647-FoxH1 peptide binding, europium anti-His; actives 0.29% (n = 88,000); AID 630; inhibition, % at 25 µM;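 active = compounds that reduce the energy-transfer binding signal between the protein and its labelled peptide by more than half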;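 also: 0% = Smad3 plus labelled peptide maximal FRET and 100% = peptide-only background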
Target sequence (P84022 whole entry, looked up): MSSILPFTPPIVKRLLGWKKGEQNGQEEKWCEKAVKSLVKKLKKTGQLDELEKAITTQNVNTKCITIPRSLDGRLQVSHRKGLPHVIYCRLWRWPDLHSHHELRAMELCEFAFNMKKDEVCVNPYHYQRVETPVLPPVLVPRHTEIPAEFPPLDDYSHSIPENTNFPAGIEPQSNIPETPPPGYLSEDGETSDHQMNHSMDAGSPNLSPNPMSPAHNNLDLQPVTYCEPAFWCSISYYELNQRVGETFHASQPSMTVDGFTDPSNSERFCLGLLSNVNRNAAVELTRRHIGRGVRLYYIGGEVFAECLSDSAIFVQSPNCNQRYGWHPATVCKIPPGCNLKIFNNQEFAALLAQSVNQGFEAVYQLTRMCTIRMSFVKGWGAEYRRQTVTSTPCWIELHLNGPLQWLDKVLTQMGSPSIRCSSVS
* hit, by the source's call.

entry	Structure	Smad3 inh
1	CN(C)CCC[C@@H]1c2ccccc2Oc2ccc(C(F)(F)F)cc21	-3.7
2	NCCSS(=O)(=O)CCN	61.9*
3	O=C1CCC(c2ccccc2)=NN1c1nc2ccccc2s1	18.3
4	C1CCN(CC[C@@H]2CCCCN2)CC1	5.4
5	CSC(=[SH+])[N-]N=C(c1ccccn1)c1ccccn1.[Cu][Br]	8.4
6	Nc1nc2c(c(=O)[nH]1)CN(CCCN1CCOCC1)CN2	72.5*
7	CN(C)C[C@@H](O)c1ccc(Cl)c2ccccc12	-1.6
8	O=C(O)c1ccc(OCc2ccccc2)c(Cl)c1	3.3
9	CC(=O)Nc1ccc(-c2cc(C(=O)O)c3cc4ccccc4cc3n2)cc1	2.8
10	Cn1c(=O)c2[nH]c(CCCCC(=O)O)nc2n(C)c1=O	1.9
11	NS(=O)(=O)c1ccc(NC(=O)Nc2cccc3ccccc23)cc1	2.0
12	Cn1c(N)c(N=Nc2ccc(S(N)(=O)=O)cc2)c(=O)n(C)c1=O	9.1
13	COc1ccc(Br)c2c1C[C@H](C(=O)O)CC2	17.5
14	CC(C)C[C@H](N)C(=O)O	3.4
15	Cc1c(Cl)cccc1NC(=O)C[C@H]1Sc2ccccc2NC1=O	3.2
16	Clc1ccc(C=Nc2ccc3c(c2)Cc2ccccc2-3)c(Cl)c1	4.4
17	O=C(O)CC(CC(=O)O)C(=O)O	2.3
18	CC1=C(CC[C@H](C)CO)O[C@@H]2C[C@@H]3[C@H]4CC[C@H]5C[C@@H](O)CC[C@]5(C)[C@@H]4CC(=O)[C@@]3(C)[C@H]12	98.7*
19	O=C(O)[C@@H]1[C@H]2C[C@H]([C@@H](Br)[C@H]2N2C(=O)CCC2=O)[C@@H]1C(=O)O	11.8
20	C[C@H](Oc1ccc(Oc2cnc3ccc(Cl)cc3n2)cc1)C(=O)O	3.8

(more compounds)
entry	Structure	Smad3 inh
21	O=C(O)[C@@H]1CCN(Cc2oc(CO)cc(=O)c2O)C1	-4.8
22	O=C(O)c1ccncc1.O=C(O)c1ccncc1.[NH2-].[NH2-].[Pt]	11.5
23	Nc1ccc(-c2ccc(Nc3cc(S(=O)(=O)O)c(N)c4c3C(=O)c3ccccc3C4=O)cc2)c(S(=O)(=O)O)c1	93.7*
24	CN1CCN(c2nc3c(c(=O)n(C)c(=O)n3C)n2C)CC1	0.4
25	C/C(N[O-])=C(\C)[N+]([O-])=[Co].C/C(N[O-])=C(\C)[N+]([O-])=[Co].CC(=N\[O-])/C(C)=N/[O-].CC(=N\[O-])/C(C)=N/[O-].[CH3-].[CH3-]	10.4
26	C[C@H](CN(C)C)C(=O)c1ccccc1C(=O)O	-6.0
27	C[C@H](C(=O)c1ccncc1)c1ccccn1	-0.3
28	S=C(Nc1ccc2c(c1)Cc1ccccc1-2)Nc1ccc2c(c1)Cc1ccccc1-2	-168.5
29	C[C@@H]1c2ccccc2Cn2cc3c(c21)C(=O)c1cccc(OP(=O)(O)OCc2ccccc2)c1C3=O	1.1
30	O=C1c2cccc([N+](=O)[O-])c2C(=O)N1c1ncn[nH]1	4.7
31	CN(C)Cc1c[nH]c2nc[nH]c(=O)c12	67.6*
32	Cn1c(=O)c2c(nc(NCCNc3nc4c(c(=O)n(C)c(=O)n4C)n3C)n2C)n(C)c1=O	3.3
33	COc1nc(Cl)nc(Cl)c1Cl (tested in a mixture with another compound)	83.3*
34	O=C1COC(c2ccccc2O)=NN1CCCN1CCCC1	12.3
35	O=c1[nH]cc(CS(=O)(=O)Cc2c[nH]c(=O)[nH]c2=O)c(=O)[nH]1	14.2
36	NCCc1nc(-c2nc(C(=O)O)cs2)cs1	-6.2
37	O=[N+]([O-])c1ccc(S(=O)(=O)Cc2ccccc2)c2nonc12	3.8
38	O=C(CSc1nc2ccc([N+](=O)[O-])cc2s1)c1ccc2ccccc2c1	42.6
39	O=C(O)/C=C/C(=O)Nc1cccc2c1-c1ccccc1C2=O	21.1
40	C/C(=N\S(=O)(=O)c1ccc(Cl)c(Cl)c1)OCC(C)(C)C	3.3

7 entries from above, set out differently:
cpd | Smad3 inh | canonical_smiles
27 | -0.3 | C[C@H](C(=O)c1ccncc1)c1ccccn1
21 | -4.8 | O=C(O)[C@@H]1CCN(Cc2oc(CO)cc(=O)c2O)C1
29 | 1.1 | C[C@@H]1c2ccccc2Cn2cc3c(c21)C(=O)c1cccc(OP(=O)(O)OCc2ccccc2)c1C3=O
39 | 21.1 | O=C(O)/C=C/C(=O)Nc1cccc2c1-c1ccccc1C2=O
23 | 93.7* | Nc1ccc(-c2ccc(Nc3cc(S(=O)(=O)O)c(N)c4c3C(=O)c3ccccc3C4=O)cc2)c(S(=O)(=O)O)c1
36 | -6.2 | NCCc1nc(-c2nc(C(=O)O)cs2)cs1
37 | 3.8 | O=[N+]([O-])c1ccc(S(=O)(=O)Cc2ccccc2)c2nonc12

Copied from the list:
Reading of no. 11 in Smad3 inh: 2.0
Reading of no. 31 in Smad3 inh: 67.6*
Reading of no. 18 in Smad3 inh: 98.7*
Reading of no. 16 in Smad3 inh: 4.4
Reading of no. 40 in Smad3 inh: 3.3
Reading of no. 29 in Smad3 inh: 1.1

New compounds follow.
entry	Structure	Smad3 inh
41	CC(C)(SCc1ccccc1)[C@H](N)C(=O)O	-7.1
42	NC(N)=NNC(=O)C(=O)O	-9.4
43	O=C(O)[C@@H]1[C@H]2C[C@@H]3[C@@H](OC(=O)[C@@H]31)[C@H]2Br	-9.4
44	COc1ccc2ccccc2c1/C=C/C(=O)c1ccccc1	-17.8
45	CC(C)(N)CO[C@@H]1C[C@@H]2CC[C@@]1(C)C2(C)C	2.8
46	C[C@@]12CC[C@H]3c4ccc(O)cc4CC[C@@H]3[C@H]1CC[C@H]2OP(=O)(O)O	15.8
47	O=C1O[C@@H]([C@H](O)[C@H](O)[C@H](O)CO)[C@@H](O)[C@@H]1O	6.0
48	c1c[nH]c(CN2CCN(Cc3ncc[nH]3)CC2)n1	22.4
49	O=C(O)c1cc(N=Cc2ccccc2O)cc(C(=O)O)c1	-15.3
50	CC(C)C(O)(C(C)C)C(C)C	-5.5
51	Clc1ccc(/C=C/c2nc(Cl)c(-c3ccc(Cl)cc3)c(Cl)n2)cc1	4.5
52	CC(C)(C)COS(=O)OCC(C)(C)C	3.4
53	O=C(O)c1ccc(N[C@H](c2ccccc2)c2ccc3cccnc3c2O)cc1	9.5
54	O=C1c2ccccc2C(=O)N1C1(C(=O)NC2(C(=O)O)CCCC2)CCCC1	3.0
55	O=C(O)c1cc(C(=O)C(=O)c2cc(C(=O)O)c(O)c3ccccc23)c2ccccc2c1O	39.0
56	c1ccc(C2=NN[C@@H]3c4ccccc4-c4ccccc4N3C2)cc1	13.2
57	CCN=C(N)CSS(=O)(=O)O	4.7
58	CO[C@@H]1/C=C\O[C@]2(C)Oc3c(C)c(O)c4c(O)c(c(CN(C)C)c(O)c4c3C2=O)NC(=O)C(C)=C/C=C\[C@@H](C)[C@@H](O)[C@H](C)[C@@H](O)[C@H](C)[C@H](OC(C)=O)[C@@H]1C	4.7
59	Cc1ccc(NC(=O)c2ccccc2C(=O)O)cc1C	-3.0
60	c1ccc(CCN2CCN=C2Cc2ccccc2)cc1	6.7

Next part.
entry	Structure	Smad3 inh
61	O=C1CC[C@H](NC(=O)c2ccccc2)C(=O)N1	3.0
62	O=C(O)[C@H]1CC=CC[C@@H]1C(=O)Nc1cccc(O)c1	-8.6
63	O=[N+]([O-])c1cc(Cc2cc([N+](=O)[O-])c3cccnc3c2O)c(O)c2ncccc12	99.3*
64	C[C@@H](NC(=O)C1(N)CCCC1)C(=O)O	-7.2
65	CNC/C(Cl)=N/S(=O)(=O)c1ccc(C)cc1	-1.1
66	N=C(CC(=O)Nc1ccccn1)c1ccccc1	-5.6
67	C[C@H](CC(=O)O)C(C(=O)O)C(=O)O	-3.5
68	C/C(N[O-])=C(\C)[N+]([O-])=[Cu].C/C(N[O-])=C(\C)[N+]([O-])=[Cu].CC(=N\[O-])/C(C)=N/[O-].CC(=N\[O-])/C(C)=N/[O-]	48.5
69	COc1cc(NCCC(=O)O)c2ncccc2c1	5.8
70	CN(C)CCn1c(CO)nc2c1c(=O)n(C)c(=O)n2C	7.6
71	O=C(O)CCCN1CCCCC1	-6.2
72	CCC1=C(C[C@H]2NCCc3ccccc32)C[C@H]2c3cc(OC)c(OC)cc3CCN2C1	5.3
73	N#CC(C#N)=NNc1ccc2cn[nH]c2c1	26.1
74	N[C@@H](CCCCO)C(=O)O	-3.9
75	OC(Cc1cccnc1)(c1ccccc1)c1ccccc1	15.2
76	C[C@@]12C[C@H](O)[C@@H]3[C@H](CCC4=CC(=O)CC[C@]43C)[C@H]1CC[C@H]2c1csc(N)n1	14.6
77	O=[N+]([O-])c1nccn1C[C@H](O)CN1CCCCC1	0.3
78	CN(Cc1cccc2ccccc12)Cc1cccc2ccccc12	9.6
79	CC(C)(S)[C@H](N)C(=O)O	5.6
80	Cc1cccc2c1Oc1ccccc1[C@H]2NC(=O)c1ccc([N+](=O)[O-])cc1	8.3

(list continues)
entry	Structure	Smad3 inh
81	COc1ccc2c(c1)CN([C@H](C)[C@@H]1CC[C@@H]3[C@H]4CC[C@H]5C[C@@H](O)CC[C@]5(C)[C@@H]4CC[C@]31C)CO2	30.9
82	CC(=O)O[C@]1(C)N=NC2(CCCCC2)O1	-7.3
83	C[C@@H]1CCCC(CC(=O)O)(CC(=O)O)C1	3.8
84	C[N+]1(C)CCc2cc(O)c(O)cc2[C@H]1Cc1ccc(O)c(O)c1	23.5
85	O=C1c2ccccc2C(=O)c2c1ccc(N1C(=O)c3ccccc3C1=O)c2-c1c(N2C(=O)c3ccccc3C2=O)ccc2c1C(=O)c1ccccc1C2=O	37.2
86	CN1CCN(c2ccc3nc(-c4ccc5nc(-c6ccc(O)cc6)[nH]c5c4)[nH]c3c2)CC1	11.3
87	O=S(=O)(O)c1cc(S(=O)(=O)O)c2c(N=Nc3cccc4ccccc34)c(O)ccc2c1	85.0*
88	O=C(O)c1cc(C(=O)O)cc(N2C(=O)c3ccccc3C2=O)c1	4.3
89	O=C(CSc1nc2ccccc2s1)c1sc2sc3ccccc3[n+]2c1O	96.3*
90	O=C(O)CNC(=O)c1ccccc1O	-4.2
91	Cc1nc([N+](=O)[O-])cn1-c1nc2ccccn2c1[N+](=O)[O-]	-0.5
92	Cc1ccc(-c2nc(-c3nccc4ccccc34)oc2-c2ccccc2)cc1	0.1
93	OC1(C(O)(c2ccc(-c3ccccc3)cc2)c2ccc(-c3ccccc3)cc2)CCCCC1	41.0
94	Cc1ccc(Nc2nnc(-c3ccc4c(c3)OCO4)o2)c(C)c1	4.4
95	O=C(O)CC[C@]1(C(=O)O)CCC(=O)c2ccccc21	-22.9
96	NCCC1([N+](=O)[O-])CCNCC1	15.8
97	C[C@H](Br)C(=O)c1ccc2cc(Br)c3ccccc3c2c1	-18.4
98	Cc1ccc(S(=O)(=O)Nc2ccccc2C(=O)c2ccc(C)c(C)c2)cc1	17.2
99	Nc1ccn([C@H]2O[C@H](COC(=O)C34CC5CC(CC(C5)C3)C4)[C@@H](O)[C@@H]2O)c(=O)n1	-1.5
100	COc1cc2c(cc1OC)C(CCN)=NCC2	21.5

(list continues)
entry	Structure	Smad3 inh
101	O=C(O)CSc1ccn(Cc2ccccc2)c1	-0.3
102	OCCCNCc1ccncc1	1.0
103	CC(C)(N)C(=O)N[C@@H]1C(=O)N2[C@H]1SC(C)(C)[C@H]2C(=O)O	4.0
104	Cn1c(=O)c2[nH]c(SCc3ccccn3)nc2n(C)c1=S	15.8
105	O=C(CSC1=NCCN1)Nc1ccccc1	4.5
106	CN1CCCN(C)C1c1cc([N+](=O)[O-])ccc1O	-44.1
107	O=C(O)[C@H](CCc1ccccc1)N1C(=O)c2ccccc2C1=O	26.3
108	CC1CCC(C(=O)O)([C@H](Br)C(=O)O)CC1 (some centres undefined)	-0.5
109	CC(=O)/C(=N\N=C(N)N)c1ccccc1	-0.5
110	CCc1c(O)c2c(c(O)c1C(C)=O)C(=O)c1c(cc(O)c(C(=O)O)c1C(=O)O)C2=O	9.1
111	O=C(O)c1oc(C(=O)O)c(C(=O)O)c1C(=O)O	3.1
112	CC(=O)CC(=O)Nc1ccc2ccccc2c1	-1.1
113	CC(C)(C)C(=O)[C@H]([C@@H](c1ccccc1)N1CCOCC1)N1CCOCC1	-1.3
114	Cc1cc(=Nc2ccc3c(c2)c(N)cc(C)[n+]3C)nc(N)n1C	-0.7
115	c1ccc(C[C@@H](Nc2cccnc2)c2ccccc2)cc1	-10.5

Sorted by heavy-atom count (rising): part of the list above
entry	Structure	Smad3 inh
102	OCCCNCc1ccncc1	1.0
111	O=C(O)c1oc(C(=O)O)c(C(=O)O)c1C(=O)O	3.1
110	CCc1c(O)c2c(c(O)c1C(C)=O)C(=O)c1c(cc(O)c(C(=O)O)c1C(=O)O)C2=O	9.1

This is a subset; rates above refer to the full screens.
